KAT2A inh = inhibitors of human GCN5L2 histone acetyltransferase; Q92830; GCN5L2 HAT assay, ThioGlo1 CoA-SH fluorescence; Potency, µM (series often up to 58.9 µM), for the others: at the highest dose activity change, negative = inhibition, most hits filed as inhibitors; 390,000 compounds, 0.21% hits
Target sequence (Q92830 whole entry, looked up): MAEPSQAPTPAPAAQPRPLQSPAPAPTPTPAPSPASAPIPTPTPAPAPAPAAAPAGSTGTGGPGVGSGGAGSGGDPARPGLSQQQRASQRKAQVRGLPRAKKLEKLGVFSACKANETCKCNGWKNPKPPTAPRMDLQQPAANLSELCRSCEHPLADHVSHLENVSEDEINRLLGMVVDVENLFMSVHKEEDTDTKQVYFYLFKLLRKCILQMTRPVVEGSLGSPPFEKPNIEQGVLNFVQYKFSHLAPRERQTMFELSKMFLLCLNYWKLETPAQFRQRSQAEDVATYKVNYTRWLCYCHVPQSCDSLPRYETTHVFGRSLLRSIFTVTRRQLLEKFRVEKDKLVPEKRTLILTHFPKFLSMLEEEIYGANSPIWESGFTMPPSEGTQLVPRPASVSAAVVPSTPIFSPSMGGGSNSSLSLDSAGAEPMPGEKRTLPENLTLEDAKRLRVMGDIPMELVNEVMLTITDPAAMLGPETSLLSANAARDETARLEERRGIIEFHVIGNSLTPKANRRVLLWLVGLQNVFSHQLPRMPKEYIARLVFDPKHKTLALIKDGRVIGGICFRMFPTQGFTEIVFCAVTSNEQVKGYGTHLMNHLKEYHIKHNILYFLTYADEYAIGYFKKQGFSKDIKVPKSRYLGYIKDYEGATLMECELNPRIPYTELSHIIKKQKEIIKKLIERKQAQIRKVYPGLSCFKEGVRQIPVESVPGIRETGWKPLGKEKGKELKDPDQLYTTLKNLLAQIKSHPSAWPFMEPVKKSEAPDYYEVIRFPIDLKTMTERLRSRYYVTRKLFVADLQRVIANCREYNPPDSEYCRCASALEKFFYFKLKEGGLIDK
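Free CoA generated was detected with ThioGlo1 (50uM) fluorescence at Ex340nm/Em540nm, read immediately and after 20 min at room temperature. Enzyme, 20 nM in HEPES pH 7.5 buffer, saw compounds 15 min before adding 75uM H3(1-25) peptide and 70uM acetyl-CoA.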
FEN1 inhibitor = human FEN1 inhibition. Recombinant FEN1 flap cleavage, fluorescence, 15 min. Potency, µM (highest dose often 114 µM), without a hit: at the highest dose activity change, negative = inhibition, hits mostly inhibitors. 390,000 compounds, 0.35% hits; further: nearly all actives have a fitted effect of over 65% in size
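Read-out was taken twice, immediately and after 15 min, following addition of 50 nM substrate to 10 nM FEN1 that had sat with test compound for 15 min at room temperature. Curves came from a four-parameter Hill model.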
N370S GC = inhibitors or activators of N370S glucocerebrosidase for Gaucher disease. AID 2101. 330,000 compounds, 0.092% hits. N370S GC spleen homogenate, 4MU-glucoside fluorescence. Potency, µM (top dose mostly 59.4 µM), without a hit: at the top dose activity change, negative = inhibition, hits mostly inhibitors. P04062;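 further: 0% = full enzyme activity and -100% = no enzyme basal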
* hit, by the source's call; ? = inconclusive; . = no result given; & = joins results of further samples; [ ] = remark or other dose. The call rests on the fitted dose curve; in most records, active means well fitted curve in the direction sought with a large enough effect; inconclusive means small, poorly fitted or top-dose-only effect, or another doubt; inactive means no such curve, though single readings can be large; an effect the other way counts as inactive or inconclusive. Unless noted, on the % scale 0 is the no-effect control and ±100 the full control effect; potency means the concentration at half of the fitted maximal effect. Rows were taken by chance; 0.54% or so of the library scored in one or more.

Values run as follows: KAT2A inh | FEN1 inhibitor | N370S GC
COc1ccccc1-c1nc2c3ccccc3nc(=S)n2[nH]1
  5% | 3% | 0%
Cc1ccc(C)c(OCC(=O)NCC2COc3ccccc3O2)c1 (stereo not drawn)
  -6% | -23% | .
O=C(Cc1ccc(F)cc1)NC1CCSC1=O (stereo not drawn)
  0% | 13% | 0%
CO[C@H]1C=CO[C@]2(C)Oc3c(C)c(O)c4c(O)c(c5c(c4c3C2=O)NC2(CCN(CC(C)C)CC2)N=5)=NC(=O)C(C)=CC=C[C@@H](C)[C@@H](O)[C@@H](C)[C@@H](O)[C@@H](C)[C@@H](OC(C)=O)[C@@H]1C
  3%[21.4 µM] | . | -4%[21.6 µM]
CCC(=O)Nc1ccc(C(=O)Nc2ccc(OC)cc2[N+](=O)[O-])cc1
  -2% | -10% | 1%
CSc1ccc(NC(=O)Nc2ccccc2C(N)=O)cc1
  -1% | 10% | -1%
CN(CC(=O)Nc1ccc(N2CCOCC2)cc1)C(=O)CSc1ccc(F)cc1
  -5% | 0% | -25%
COc1ccc2cc(S(=O)(=O)c3ccccc3)c(=O)oc2c1
  -12% | -15% | ?
Cc1cccc(CN2CCC(CNC(=O)Nc3ccc(F)c(Cl)c3)CC2)c1
  0% | -12% | -29%
CCCc1cc(OC)c2c(c1)OCO2
  -5% | . | -4%

New compounds follow
Values run as follows: KAT2A inh | FEN1 inhibitor | N370S GC
COc1ccc(NC(=O)c2cc(-c3ccc(OC)c(OC)c3)on2)cc1OC
  0% | 1% | 1%
COc1ccc(OC)c(C(C(=O)NC2CCCCC2)N(C(=O)c2ccccn2)c2cccnc2)c1 (stereo not drawn)
  -6% | 1% | 1%
CCN1CCCC1CN(Cc1cc2ccc(C)cc2[nH]c1=O)C(=S)Nc1cccc(OC)c1 (stereo not drawn)
  -8% | -10% | -5%
O=S(=O)(Cc1ccccc1)N1CCN(Cc2ccc(Br)cc2)CC1
  -16% | 7% | -9%
O=C(COC(=O)c1ccccc1Nc1ccccc1)NCc1ccco1
  -15%[0.501 µM] | 0% | 24%
COc1ccc(Nc2nc3cc(C)ccc3cc2C#N)cc1
  -1% | -3% | -5%
COc1ccc2c(CNCc3cccs3)c(C(=O)O)n(Cc3ccc(C)cc3)c2c1
  -2% | -9% | .
Cc1ccc(S(=O)(=O)NC(=O)c2cccc(N(C)C)c2)cc1
  0% | -16% | .
C=CCN1C(=O)/C(=C/c2ccc(O)cc2)S/C1=N/c1nccs1
  -13% | -9% | 6%
O=C(Nc1ccc(Oc2ncccn2)cc1)c1ccco1
  -2% | -4% | 18%[2.35 µM]

Next part.
Values run as follows: KAT2A inh | FEN1 inhibitor | N370S GC
COc1ccc(C(C(=O)NC2CCCC2)N(Cc2ccc(C)cc2)C(=O)c2ccn[nH]2)cc1OC (stereo not drawn)
  1% | 5% | 4%
COCCNC(=O)C1CCC(CNS(=O)(=O)c2ccc(F)cc2)CC1 (stereo not drawn)
  2% | 6% | -14%
C/C(=N\NC(=O)C1COc2ccccc2O1)c1cc2ccccc2o1 (stereo not drawn)
  -1% | -5% | 0%
O=C(N/N=C/c1ccc2c(c1)OCO2)c1cc(-c2ccccc2Cl)nc2ccccc12
  -11% | -3% | 18%
COc1ccc(NC(=O)CCl)cn1
  -18% | . | -2%
Cc1cc(-c2ccc(C)c(S(=O)(=O)NCc3cccs3)c2)on1
  -14% | 14% | .
CC(C)CCN1CCN(C2CCN(c3ccc4c(c3)OCO4)CC2)CC1CCO (stereo not drawn)
  -9% | -11% | -6%
N#Cc1c(NCCN)nc(-c2ccco2)c2c1CCCC2
  -3% | -20% | 21%
O=c1cc(CSc2ccc(Cl)cc2)nc(N2CCOCC2)[nH]1
  -4% | 10% | 5%
CC(=O)CSc1ncnc2sc3c(c12)CCC(C)C3 (stereo not drawn)
  -12% | 8% | 6%

(cont.)
Values run as follows: KAT2A inh | FEN1 inhibitor | N370S GC
O=C(O)c1ccn(Cn2cnc3ccccc32)n1
  -14% | 1% | -10%
CC(C)CCOc1ccc(C2(C)NC(=O)NC2=O)cc1 (stereo not drawn)
  -9% | 4% | -14%
O=C(c1cc(C2CC2)nn1-c1ccccc1)N1CCN(S(=O)(=O)c2c(F)cccc2F)CC1
  -8% | -14% | .
CCc1ccc2[nH]c(=O)c(CN(CC3CCCO3)C(=S)NCc3ccco3)cc2c1 (stereo not drawn)
  0% | -32% | ?
CCNC(=S)N/N=C/c1ccccc1[N+](=O)[O-]
  -8% | 0% | 1%
COc1ccc(-c2nc3c4ccccc4n(CC(=O)N4CCN(c5ccc(F)cc5)CC4)c(=O)n3n2)cc1
  -4% | 13% | .
O=C(Nc1ccc2c(c1)OCCO2)C1CCN(S(=O)(=O)c2ccc3c(c2)OCCO3)CC1
  -15% | -12% | -1%
CCOc1ccc(NC(=O)/C(C=Nc2ccccc2)=C(\C)O)cc1
  -15% | -3% | -10%
COc1ccc(CNC(=O)c2ccc(N3CCCC3)c(NC(=O)NCc3ccc(F)cc3)c2)cc1
  -7% | -2% | .
COc1ccccc1NC(=O)C1=C(C)Nc2nc(SC)nn2C1c1ccccc1Cl (stereo not drawn)
  -2% | 12% | .

Continuation.
Values run as follows: KAT2A inh | FEN1 inhibitor | N370S GC
CCCCC1(C(=O)OCC)NC(c2ccc(O)cc2)C2C(=O)N(c3ccccc3)C(=O)C21 (stereo not drawn)
  -7% | -11% | -6%
CCc1cccc(C)c1NC(=S)N1CCCC1C(=O)O (stereo not drawn)
  24% | 0% | -2%
COc1ccc(-c2cc3c(=O)n(CC(=O)Nc4ccccc4C(F)(F)F)ccn3n2)cc1OC
  -7% | 2% | .
COc1cccc(-c2nc(CS(=O)(=O)CC(=O)NCCC(C)C)c(C)o2)c1
  -5% | -8% | -2%
O=C(Nc1ccccc1)N1CCC(C(=O)N2CCCC(C(F)(F)F)C2)CC1 (stereo not drawn)
  -6% | 1% | -1%
COc1ccc(C/C(N)=N/OC(=O)c2ccco2)cc1OC
  -9% | -4% | 0%
C/C(=N\Nc1ncc(Cl)cc1Cl)c1cccs1
  -15% | . | 15%
CCOc1ccc(CN(C(=O)c2cccs2)C2CCS(=O)(=O)C2)cc1 (stereo not drawn)
  0% | -4% | -3%
COc1cccc(-c2c(C(=O)N/N=C/c3ccsc3)nnn2-c2nonc2N)c1
  -7% | 1% | -2%
CCCN(CCC)CCCNC(=O)c1cn(CC)c2ccc(S(=O)(=O)N3CCc4ccccc4C3)cc2c1=O
  -1%&-2% | -1%&-9% | -10%

Only KAT2A inh and FEN1 inhibitor, for seven of the compounds above:
| Compound | KAT2A inh | FEN1 inhibitor |
| --- | --- | --- |
| O=C(Nc1ccc(Oc2ncccn2)cc1)c1ccco1 | -2% | -4% |
| COc1ccc(C(C(=O)NC2CCCC2)N(Cc2ccc(C)cc2)C(=O)c2ccn[nH]2)cc1OC (stereo not drawn) | 1% | 5% |
| COCCNC(=O)C1CCC(CNS(=O)(=O)c2ccc(F)cc2)CC1 (stereo not drawn) | 2% | 6% |
| C/C(=N\NC(=O)C1COc2ccccc2O1)c1cc2ccccc2o1 (stereo not drawn) | -1% | -5% |
| O=C(N/N=C/c1ccc2c(c1)OCO2)c1cc(-c2ccccc2Cl)nc2ccccc12 | -11% | -3% |
| COc1ccc(NC(=O)CCl)cn1 | -18% | . |
| Cc1cc(-c2ccc(C)c(S(=O)(=O)NCc3cccs3)c2)on1 | -14% | 14% |

The results go on.
Values run as follows: KAT2A inh | FEN1 inhibitor | N370S GC
Cc1ccc(S(=O)(=O)N(CC(=O)NCCC2=CCCCC2)Cc2ccccc2F)cc1
  -23% | -5% | -2%[12.8 µM]
NC(=O)c1ccsc1NC(=O)COC(=O)c1ccccc1F
  -3% | 10% | .
CN(C)c1ccc(/C=N/N=C2/SC(CC(=O)O)C(=O)N2c2ccc(O)cc2)cc1 (stereo not drawn)
  -19% | 0% | -5%
O=c1cc(CSc2n[nH]c(-c3ccncc3)n2)nc2sccn12
  -2% | 3% | 4%
Cc1cccc(N2CCN(C(=O)CCSCc3ccccc3F)CC2)c1C
  -20% | 4% | .
COc1cc(O)c(/C=N/NC(=O)c2ccncc2)c(OC)c1[N+](=O)[O-]
  -14% | -20% | -2%
COc1ccc(-c2coc3cc(O)ccc3c2=O)c(OC)c1O
  -12% | . | 4%
CC(C)CC(=O)N1CCN(C(=O)CCC2CCCC2)CC1
  -4% | 0% | 4%[2.35 µM]
C/C(=N\NC(=O)CCn1nc(C)cc1C)C(C)(C)C
  6% | 7% | 2%
CC1(C)c2ccccc2N2CCC(=O)NC21/C=C/c1ccco1 (stereo not drawn)
  -5% | -1% | 2%

Going on with the list:
Values run as follows: KAT2A inh | FEN1 inhibitor | N370S GC
C/C=C\C=C/C(=O)Nc1cccc(C2=NOC3(C2)C[C@@H](C(N)=O)N(C(=O)C2(C)CC2)C3)c1 (stereo partly drawn)
  -7% | -14% | -1%
COC(=O)C1=CO[C@@H](O)C2C(CO)=CCC12 (stereo partly drawn)
  2% | -12% | .
O=C(NCc1cccs1)c1cc(-c2ccccc2)on1
  3% | 8% | 18%
O=C(C/C=N\OCc1c(Cl)cccc1Cl)Oc1ccc(Cl)cc1Cl
  -4% | -3% | 4%
Cc1[nH]nc2c1C(c1cccc(OC(=O)N3CCOCC3)c1)C(C#N)=C(N)O2 (stereo not drawn)
  20% | 6% | 3%
COc1c(C)cccc1C(=O)NC(=S)Nc1cccc2nsnc12
  2% | -2% | 6%
O=C(N/N=C/c1cc(Br)c(Br)o1)c1ccc2c(c1)OCCO2
  -14% | -22% | 4%
CNC(=S)NNC(=O)c1noc(C)c1C(=O)N1CCN(C(c2ccccc2)c2ccccc2)CC1
  -7% | -16% | -6%
COc1cc(/C=C2/C(=N)N3N=C(CC(=O)N4CCOCC4)SC3=NC2=O)ccc1OCc1ccccc1
  -18% | 24% | 2%
Cc1cccc(-n2nc3c(c2NC(=O)CCC2CCCCC2)CS(=O)C3)c1C (stereo not drawn)
  0% | -21% | 2%

Later entries:
Values run as follows: KAT2A inh | FEN1 inhibitor | N370S GC
C/C(=N\N=C\c1ccccc1F)c1nnn(-c2nonc2N)c1C
  -1% | 5% | 1%
O=C(NCC1CCCO1)c1ccc(N2CCCCC2)c([N+](=O)[O-])c1 (stereo not drawn)
  -11% | 3% | -3%
O=C(NCc1cccnc1)c1ccc(COc2ccccc2Br)o1
  -14% | -2% | 2%
Nc1ccc(Cl)c(S(=O)(=O)Nc2cccc(Cl)c2)c1
  -11% | -7% | 1%
Cc1ccc(-n2ccnc(NCc3cccs3)c2=O)cc1C
  7% | -6% | .

By substructure: the compounds so far containing two or more sulfur atoms
Values run as follows: KAT2A inh | FEN1 inhibitor | N370S GC
C=CCN1C(=O)/C(=C/c2ccc(O)cc2)S/C1=N/c1nccs1
  -13% | -9% | 6%
Cc1cc(-c2ccc(C)c(S(=O)(=O)NCc3cccs3)c2)on1
  -14% | 14% | .
CC(=O)CSc1ncnc2sc3c(c12)CCC(C)C3 (stereo not drawn)
  -12% | 8% | 6%
CCOc1ccc(CN(C(=O)c2cccs2)C2CCS(=O)(=O)C2)cc1 (stereo not drawn)
  0% | -4% | -3%
O=c1cc(CSc2n[nH]c(-c3ccncc3)n2)nc2sccn12
  -2% | 3% | 4%
COc1c(C)cccc1C(=O)NC(=S)Nc1cccc2nsnc12
  2% | -2% | 6%

Full records, quoted from the list:
O=C(NCC1CCCO1)c1ccc(N2CCCCC2)c([N+](=O)[O-])c1 (stereo not drawn) as listed: KAT2A inh = -11%; FEN1 inhibitor = 3%; N370S GC = -3%
Nc1ccc(Cl)c(S(=O)(=O)Nc2cccc(Cl)c2)c1 as listed: KAT2A inh = -11%; FEN1 inhibitor = -7%; N370S GC = 1%

Assay outcomes from PubChem.
